Source: PubChem
KDM5B inh = inhibitors of human KDM5B histone demethylase. Potency, µM (highest dose often 57.7 µM), without a hit: at the highest dose activity change, negative = inhibition, usual class: inhibitors. actives 2.6% (n = 220,000). AID 1347165. KDM5B demethylase, FDH-coupled NADH fluorescence (FDH is formaldehyde dehydrogenase); active means well fitted inhibition curve with a large enough effect; inconclusive means small, poorly fitted or top-dose-only effect; inactive means no such curve, though single readings can be large or run the other way; further: 0% is about no effect; nearly all actives have a fitted effect of over 70% in size
Target sequence (Q9UGL1 whole entry, looked up): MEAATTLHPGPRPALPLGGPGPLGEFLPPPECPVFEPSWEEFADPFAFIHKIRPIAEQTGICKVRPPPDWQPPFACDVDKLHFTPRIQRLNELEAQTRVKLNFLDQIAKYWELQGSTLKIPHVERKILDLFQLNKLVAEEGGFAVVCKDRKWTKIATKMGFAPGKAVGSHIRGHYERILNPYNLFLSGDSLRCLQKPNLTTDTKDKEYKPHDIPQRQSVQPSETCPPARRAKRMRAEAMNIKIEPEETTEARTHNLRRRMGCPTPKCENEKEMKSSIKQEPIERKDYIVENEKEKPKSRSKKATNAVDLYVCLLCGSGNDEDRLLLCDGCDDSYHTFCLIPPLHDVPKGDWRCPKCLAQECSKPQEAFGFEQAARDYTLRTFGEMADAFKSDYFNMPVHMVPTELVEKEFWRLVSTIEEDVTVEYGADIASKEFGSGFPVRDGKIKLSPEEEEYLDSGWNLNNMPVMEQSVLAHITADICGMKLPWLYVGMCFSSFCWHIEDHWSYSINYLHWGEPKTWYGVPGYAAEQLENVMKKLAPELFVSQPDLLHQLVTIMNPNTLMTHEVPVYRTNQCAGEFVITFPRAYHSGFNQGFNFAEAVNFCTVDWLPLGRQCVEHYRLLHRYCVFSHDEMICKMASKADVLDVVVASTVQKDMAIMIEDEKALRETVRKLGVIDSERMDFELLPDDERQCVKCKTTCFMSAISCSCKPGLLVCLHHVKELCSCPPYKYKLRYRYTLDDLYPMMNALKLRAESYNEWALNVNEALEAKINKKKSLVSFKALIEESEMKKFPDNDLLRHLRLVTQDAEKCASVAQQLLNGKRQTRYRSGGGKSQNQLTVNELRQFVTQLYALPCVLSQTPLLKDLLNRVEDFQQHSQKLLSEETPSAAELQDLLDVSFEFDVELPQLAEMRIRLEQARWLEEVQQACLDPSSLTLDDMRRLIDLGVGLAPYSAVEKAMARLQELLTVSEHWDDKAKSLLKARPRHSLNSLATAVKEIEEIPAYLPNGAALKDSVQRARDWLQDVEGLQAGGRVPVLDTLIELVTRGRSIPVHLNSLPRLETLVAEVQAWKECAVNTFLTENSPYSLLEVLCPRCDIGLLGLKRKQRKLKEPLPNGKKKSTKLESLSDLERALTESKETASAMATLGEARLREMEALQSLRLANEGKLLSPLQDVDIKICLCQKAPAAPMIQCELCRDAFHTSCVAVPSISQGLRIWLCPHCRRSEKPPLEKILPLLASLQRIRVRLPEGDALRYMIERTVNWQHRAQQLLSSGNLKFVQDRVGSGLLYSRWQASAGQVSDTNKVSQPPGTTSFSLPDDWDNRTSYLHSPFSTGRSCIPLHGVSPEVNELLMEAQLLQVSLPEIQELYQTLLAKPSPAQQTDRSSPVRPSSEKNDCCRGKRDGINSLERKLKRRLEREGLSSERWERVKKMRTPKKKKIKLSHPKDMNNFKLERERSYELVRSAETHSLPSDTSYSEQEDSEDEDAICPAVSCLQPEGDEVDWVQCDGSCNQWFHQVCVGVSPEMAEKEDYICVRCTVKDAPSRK
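Coupled FDH/NAD⁺ fluorescence readout. KDM5BΔAP 200 nM final; compound titration, 10 min RT preincubation; substrate mix 12.5 µM H3K4me3, 25 µM 2-OG, 50 µM Fe(II), 100 µM ascorbate, 0.25 mM NAD⁺, 0.25 U/mL FDH; ΔRFU over 30 min.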
* marks the source's active call; other numbers are inactive results; i = inactive; ? = inconclusive; & = joins results of further samples; [ ] = dose if it differs, or a comment. Potency means the concentration at half of the fitted maximal effect. This is a subset, so the mix of outcomes need not match the whole.

KDM5B inh	mol
-1%	COc1cccc(C(=O)N2CCC3(CCNCC3)CC2)c1C
21%	FC(F)(F)c1cc(-c2cccs2)nc(SCc2ccccc2)n1
6%	CC(=O)c1sc(-c2ccc(F)cc2)nc1C
?	OC1CCN(Cc2cccc3ccccc23)CC1
-24%	Cc1cccc(NC(=O)c2ccc(F)c(S(=O)(=O)N(C)C3CCCCC3)c2)c1
4%	CC(=O)N1CCC(C(=O)N2CCCCCCNC(=O)[C@@H]3CCCC[C@@H]32)CC1
12%	Cc1cc(C)cc(OCC(=O)Nc2ccc(C(=O)N(C)C)cc2)c1
8%	CCOC(=O)c1sc(-c2ccc(Cl)cc2)cc1NC(=O)CN1CCCC1
?	CC1=C[C@@H](CNCc2ccc(C#N)cc2)[C@H](C(C)C)C[C@H]1Cc1nnc(C(C)(C)C)o1
-28%	COc1ccc(-c2onc(C)c2C(=O)NCc2cccc(OC)c2)cc1
16%	CN(Cc1ccc(C#N)cc1)Cc1ccco1
17%	COc1ccc(NC(=O)C2(n3cnnn3)CCCCC2)c(OC)c1
9%	COc1ccc(N2CC(C(=O)NCCN3CCOC3=O)CC2=O)cc1Cl (stereo not given)
?	CCc1nc2c(c(-c3ccc(OC)cc3)n1)CCN(Cc1ccc(C(F)(F)F)cc1)CC2
26%	Cc1ccc(-c2nc(C(=O)NCc3cc(F)cc(F)c3)no2)cc1
13%	COc1ccc(/C=N/NC(=O)CCn2nc(C)cc2C)cc1O
-35%	CC(C)C(=O)Nc1ccc2oc(-c3cc(F)c(F)cc3Cl)nc2c1
?	Cc1ccc(-c2cc(Nc3cccc(C(=O)N(C)Cc4ccccc4)c3)ncn2)cc1
7%	Cc1cnn(Cc2c(C(=O)N3C[C@@H](C(N)=O)[C@H](c4nc(C)no4)C3)noc2C)c1
-9%	CC1CCC(NC(=O)c2cc3n(n2)CC(c2ccc(Cl)cc2)OC3)CC1 (stereo not given)
?	COc1ccc(C(=O)N2CCC(c3n[nH]c(=O)n3-c3ccc(C)cc3)CC2)c(OC)n1
-6%	O=C1CC(c2nc(-c3cccc(Cl)c3)no2)CN1c1ccc2c(c1)OCCO2 (stereo not given)
7%	OC(COc1ccc(Oc2ccccc2)cc1)CN1CCN(c2ncccn2)CC1 (stereo not given)
-23%[11.5 µM]	O=C(Nc1ccc2oc(-c3cc(Br)ccc3Cl)nc2c1)c1ccc2ccccc2c1
5%	COc1ccc(-c2noc(NCCN(C)C3CCCCC3)n2)cc1
-9%	CCOc1ccccc1C(=O)N1CC[C@@H]2CN(S(C)(=O)=O)[C@@H]2C1
-8%	Cc1noc(C)c1CC(=O)NCCc1noc(-c2ccccc2)n1
-18%[86.2 µM]	O=[S+]1([O-])NCC2(CCCN(CC3CC3)C2)Nc2ccccc21 (stereo not given)
34%[activator]	Cc1nc2ccc(C(=O)N3C[C@@H]4CCN(C)C[C@]4(C(=O)O)C3)cc2s1
-4%	CCC1(c2ccc(C)cc2)NC(=O)N(Cc2ncc(-c3ccccc3)o2)C1=O (stereo not given)
?	COC(=O)[C@H](C(C)C)N(Cc1cn(CC2CCCCC2)nn1)S(=O)(=O)c1ccc(F)cc1Br
9%[86.2 µM]	CCOC(=O)N1CCC(COc2ccc3c(cnn3CCC(=O)O)c2)CC1
?	CCc1ccc(-n2nc(CO)c(C(=O)NCCCc3ccccc3)n2)cc1
?	COCCNC(=O)[C@@H]1Cc2cn(Cc3nccn3C)c3cccc(c23)[C@H](CC(C)C)N1
15%	Cn1c(SCC(=O)Nc2ccc(C(=O)O)cc2)nnc1-c1ccc(Cl)cc1Cl
-19%	CCc1ccc(C(=O)c2cn(CC(=O)Nc3ccc4c(c3)OCO4)c3ccc(CC)cc3c2=O)cc1
-6%	COc1cccc(CNc2ncnc3c2nnn3C)c1
17%	COc1ccc(CN2C(=O)O[C@@H]3CN(Cc4cnc(C)[nH]4)C[C@@H]32)cc1OC
?	Cc1ccc(CCNC(=O)Cn2c(-c3cccs3)cc3cc(F)ccc32)cc1
25%	COc1ccc(Oc2coc3cc(OC(=O)c4ccccc4C)ccc3c2=O)cc1
16%	COc1ccc(C(=O)Nc2cnc3sc4c(n3c2=O)CCC(C(C)(C)C)C4)cc1 (stereo not given)
-41%	O=C(Nc1ccc(Cl)cc1)N1CCN(c2nc3ncccc3o2)CC1
8%	CSc1nc2c(c(=O)[nH]c(=O)n2C)n1Cc1ccccc1
?	Cc1ccc(C(=O)NC2CCN(c3cc(-c4cccs4)[nH]n3)C2)c(C)c1 (stereo not given)
-25%	Cn1c(=O)n(Cc2ccccc2)c(=O)c2c1nc1n2CCN1c1ccccc1
-22%	O=C(NCC(c1ccco1)S(=O)(=O)c1cccs1)c1ccc(Cl)cc1 (stereo not given)
-18%	Cc1nnc(N2CCN(C(=O)Nc3cccc(C(F)(F)F)c3)CC2)c2nn(-c3ccccc3)c(C)c12
-12%	COc1ccc2[nH]cc(CCN=C(NC(=O)c3ccccc3F)Nc3nc(C)cc(C)n3)c2c1
?	Cc1c(C)n(Cc2ccccc2)c2ccc(C(=O)NCc3ccccc3F)cc12
18%	O=C(Nc1ccc([N+](=O)[O-])cc1)c1cccc(S(=O)(=O)Nc2ccccn2)c1
-5%	Cc1ccc(CNC(=O)C2CCN(c3ncnc4c3nc3n4CCCCC3)CC2)cc1
?	CN(C)CCNC(=O)c1nc2nc(-c3ccccc3)c(-c3ccc(O)c(F)c3)cc2n1C
-5%	Cc1cc2oc(=O)cc(CN3CCCCC3C)c2cc1C (stereo not given)
-25%	Cn1nnnc1SCC(=O)Nc1ccc(Cl)cn1
-11%	CCN(CC)CCCNC(=O)c1cn(C)c2ccc(S(=O)(=O)N3CCOCC3)cc2c1=O
-7%	Cc1ccc(NC(=O)Cn2nc3c(cc2=O)CCCC3)c(Cl)c1
?	Cc1cc(C)cc(NC(=O)Cn2c(=O)n(-c3ccc(C)c(C)c3)c(=O)c3oc4ccccc4c32)c1
-3%	O=C(CSc1nc(-c2ccc(Cl)cc2)nc2c1Cc1ccccc1O2)N1CCCCC1
?	Cc1ccc(S(=O)(=O)NNC(=S)Nc2cccc(F)c2)cc1
-29%	Cc1noc(C)c1CC(=O)NC(c1ccccc1F)c1nccn1C (stereo not given)

Going on with the list:
KDM5B inh	mol
7%	CC1=C(C(=O)Nc2ccc(C)cc2C)C(c2cccn2C)n2ncnc2N1 (stereo not given)
-23%[86.2 µM]	O=c1cc(-c2cccnc2)oc2c(NCC3CCOCC3)nccc12
-3%	CC12CCC(=O)N1C(C(=O)Nc1cc(Cl)ccc1N1CCCC1)CS2 (stereo not given)
7%	O=C1COCC2(CN1Cc1cccc(OC(F)(F)F)c1)CN(C(=O)C1CCOCC1)C2
20%	Cc1oc(-c2ccccc2Cl)nc1CSc1nc2c(c(=O)[nH]1)CCCC2
14%	O=C(CN1CCN(C(=O)c2cc(-c3ccccc3)n[nH]2)CC1)N1CCCCC1
21%	O=C(Cc1ccccc1F)NC1CC2CC1C1CCCC21 (stereo not given)
?	COc1ccc(-c2cc3ccc(OC(=O)c4ccco4)cc3oc2=O)cc1
-29%	Cc1cc(C)c2c(c1)[C@]1(C(=O)N2)N2CCC[C@H]2[C@@H](C(=O)c2ccc(F)cc2)[C@]12C(=O)Nc1ccccc12
-18%	CC1=C(C(=O)Nc2ccc(C)cc2C)C(c2ccc(C)cc2)NC(=S)N1 (stereo not given)
-17%	O=C1C=C(Cl)c2cccc3cccc1c23
-26%	CCOC(=O)c1c(NC(=O)/C=C/c2ccc(C(C)C)cc2)sc2c1CCC2
-9%	COc1cccc(C(=O)Nc2cc3cc(OC)ccc3oc2=O)c1
30%&4%	O=C(CN1C(=O)NC2(CCCCC2)C1=O)Nc1ccc(Cl)cc1
11%	Cc1ccc(-c2cnoc2NC(=O)CSc2nc3c(c(=O)[nH]2)CCCC3)cc1
-6%	Cc1cccc(Nc2nc(-c3ccc4c(c3)CCC(=O)N4)cs2)c1
i	Cc1ccc(-c2ocnc2C(=O)Nc2ccccc2C)s1
?	CCn1cc(C(=O)O)c(=O)c2cc(F)c(N3CCN(C(=S)NC(=O)c4cccc(F)c4)CC3)cc21
20%	COC(=O)c1ccc(COc2ccc3c(=O)c(Oc4cccc(C)c4)c(C(F)(F)F)oc3c2)cc1
?	CSc1ccc(-c2ccc3c(c2)C(=O)N2CCN(C(=O)CCC(=O)O)C[C@H]2C(=O)N3)cc1

Sorted by number of heavy atoms (descending): part of the list above
KDM5B inh	mol
-29%	Cc1cc(C)c2c(c1)[C@]1(C(=O)N2)N2CCC[C@H]2[C@@H](C(=O)c2ccc(F)cc2)[C@]12C(=O)Nc1ccccc12
-18%	CC1=C(C(=O)Nc2ccc(C)cc2C)C(c2ccc(C)cc2)NC(=S)N1 (stereo not given)
21%	O=C(Cc1ccccc1F)NC1CC2CC1C1CCCC21 (stereo not given)

Remaining list, next part
KDM5B inh	mol
-10%	CCN1c2cc(C)ccc2-n2cccc2C12CCN(C(=O)NCc1cccc(OC)c1)CC2
-10%	S=C(NC1CCSc2ccccc21)NC1CC2CCC1C2 (stereo not given)
18%	CS(=O)(=O)N(C1CC1)C1CCOC2(CCN(C(=O)COc3ccccc3)CC2)C1 (stereo not given)
-3%	Cc1ccccc1-n1c(SCC(=O)Nc2ccc(Cl)cc2F)nnc1-c1cc2occc2n1C
-3%	COc1ccc(C2CC(=O)c3cc(-c4nc(-c5cccc([N+](=O)[O-])c5)cs4)c(=O)n(-c4ccc(C)c(C)c4)c3C2)cc1 (stereo not given)
2.8µM*	CC(=O)NCC(=O)N1Cc2ccccc2CC2(CCCCN2CC2CCNC2)C1 (stereo not given)
-13%	N/C(=N\N=C\c1ccc(Br)o1)c1nonc1N
11%	COc1ccc(OC)c(NC(=O)COC(=O)c2cc(C)sc2C)c1
0%	CC(C(=O)N1CCCCCC1)N1CCC(c2nc3ccccc3o2)CC1 (stereo not given)
-22%	O=C(Cc1cccc(F)c1)N1CCC2(CC1)CC(N(Cc1ccccc1)C1CC1)CCO2 (stereo not given)
-4%[115 µM]	CCCC(=O)N1Cc2ccccc2CC2(CCCN(Cc3ccccc3)C2)C1 (stereo not given)
11%	CC(C)COc1ccc(/C=C(/C#N)c2nc3ccccc3[nH]2)cc1
?	COc1ccc(N2CCN(C(=O)Nc3cn(CC(C)C)c(=O)c4ccccc34)CC2)cc1
15%	O=C(Cn1nc(N2CCN(c3ccccc3)CC2)ccc1=O)Nc1ccccc1F
2%	CC(=O)Nc1ccc(SCC(=O)N(Cc2nc3ccccc3c(=O)[nH]2)CC2CCCO2)cc1 (stereo not given)
26%	Cc1ccc(C(=O)N2CCC3(CCC(=O)N(CC4CC4)CC3)CC2)cc1F
8%	COc1cccc(NC(=O)CCc2nc(-c3cccs3)no2)c1
-4%	Cc1ccn2c(C(=O)NCC3CCN(c4cnn(C)c(=O)c4)C3)nnc2n1 (stereo not given)
29%	CC1(c2ccc3c(c2)OCCCO3)NC(=O)N(CC(=O)Nc2cccc(C#N)c2)C1=O (stereo not given)
?	CC1=NS(=O)(=O)N(C)C=C1C(=O)OCc1noc(-c2ccccc2C)n1

A second format for 4 compounds above.
structure: Cc1ccc(C(=O)N2CCC3(CCC(=O)N(CC4CC4)CC3)CC2)cc1F
  KDM5B inh: 26%

structure: COc1cccc(NC(=O)CCc2nc(-c3cccs3)no2)c1
  KDM5B inh: 8%

structure: Cc1ccn2c(C(=O)NCC3CCN(c4cnn(C)c(=O)c4)C3)nnc2n1 (stereo not given)
  KDM5B inh: -4%

structure: CC1(c2ccc3c(c2)OCCCO3)NC(=O)N(CC(=O)Nc2cccc(C#N)c2)C1=O (stereo not given)
  KDM5B inh: 29%

An excerpt taken from the entries so far:
KDM5B inh	mol
15%	O=C(Cn1nc(N2CCN(c3ccccc3)CC2)ccc1=O)Nc1ccccc1F
2%	CC(=O)Nc1ccc(SCC(=O)N(Cc2nc3ccccc3c(=O)[nH]2)CC2CCCO2)cc1 (stereo not given)
26%	Cc1ccc(C(=O)N2CCC3(CCC(=O)N(CC4CC4)CC3)CC2)cc1F

The listing picks up, repeating the two entries before the break.
KDM5B inh	mol
29%	CC1(c2ccc3c(c2)OCCCO3)NC(=O)N(CC(=O)Nc2cccc(C#N)c2)C1=O (stereo not given)
?	CC1=NS(=O)(=O)N(C)C=C1C(=O)OCc1noc(-c2ccccc2C)n1
17%&4%	COc1ccccc1NC(=O)Nc1nnc(CC(=O)Nc2cccc(C)c2)s1
3%	CCCSc1nc2c(c(=O)[nH]1)C(C(=O)Nc1ccccc1F)CC(=O)N2 (stereo not given)
-7%	O=C(c1ccc([N+](=O)[O-])cc1)N1CCN(C(=O)C2CCCCC2)CC1
-5%	Cc1cc2oc(C(=O)Nc3nc(-c4ccccc4)ns3)c(C)c2cc1Cl
?	COc1cccc(CN2C(=O)OC3(CCN(Cc4ccncc4)CC3)C2(C)c2cccnc2)c1 (stereo not given)
6%	CCC(NC(=O)c1cc(COc2ccccc2F)[nH]n1)c1ccncc1 (stereo not given)
-2%	Cn1nc(C2CCN(C(=O)c3ccc(C(F)(F)F)cc3)CC2)[nH]c1=O
-13%	CCOC(=O)c1c(NC(=O)c2cc(-c3ccc(Cl)cc3)on2)sc2c1CCCC2
-15%	CC1CCN(CC(O)COCc2ccccc2)CC1 (stereo not given)
27%	CN1C(=O)CC[C@]2(C(=O)NCc3ccccc3F)CCCC[C@@H]12
-8%	O=C(CCC1CCCO1)N1CCSCC1 (stereo not given)
-4%[86.2 µM]	CC(C)(C)c1coc([C@@H]2COCCN2Cc2cccc(C#N)c2)n1
16%	CCNC(=O)O[C@@H]1CC[C@]2(C)C(CC[C@@H](O)[C@H]2CC(=O)NCc2ccc(F)cc2)[C@]1(C)CO (stereo not given in full)
-14%[86.2 µM]	COc1ccc(C(=O)N2CCC(c3nn(C)c(=O)[nH]3)CC2)cc1
35µM*	CCc1ccc(N2CC(c3noc(-c4ccc(OC)nc4OC)n3)CC2=O)cc1 (stereo not given)
